Screens deposited in PubChem BioAssay by National Center for Advancing Translational Sciences (NCATS).
AmpC no deterg: AmpC beta-lactamase inhibition without detergent | P00811 | AmpC nitrocefin hydrolysis, absorbance 480 nm, 0.0001% Triton | Potency, µM (titrated, usually from 57.1 µM), without a hit: at the highest dose activity change, negative = inhibition, most hits filed as inhibitors | actives 0.52% (n = 330,000) | AID 485341;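 also: potency is read from the fitted curve at half-maximal effect; plate controls were no compound for no effect and no enzyme for full effect; nearly all actives have a fitted effect of over 20% in size; some results filed as inactive show a strong effect at the top dose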
Target sequence (P00811 whole entry, looked up): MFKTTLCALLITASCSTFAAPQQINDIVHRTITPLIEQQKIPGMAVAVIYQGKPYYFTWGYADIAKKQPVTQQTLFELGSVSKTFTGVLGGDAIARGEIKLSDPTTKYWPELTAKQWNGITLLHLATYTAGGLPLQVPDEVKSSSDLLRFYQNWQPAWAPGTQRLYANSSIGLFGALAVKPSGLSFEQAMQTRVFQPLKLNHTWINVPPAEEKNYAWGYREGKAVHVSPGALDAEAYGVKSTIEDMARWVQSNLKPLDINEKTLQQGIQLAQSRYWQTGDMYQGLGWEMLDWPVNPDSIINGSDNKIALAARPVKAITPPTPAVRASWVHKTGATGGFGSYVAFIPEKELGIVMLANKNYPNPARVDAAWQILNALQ
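AmpC (5.3 nM in the dispensed reagent) in 20 mM phosphate pH 7.0 with 0.01% (detergent screen) or 0.0001% Triton X-100 was preincubated with compounds for 15 min at room temperature. Nitrocefin was then added from an 800 uM solution, and hydrolysis was followed at 480 nm.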
HCMV inh: human cytomegalovirus inhibition. HFF cells, HCMV-luciferase reporter, 72 h; hits give low values. activity change, negative = inhibition, % at 57.5 µM. actives 4.5% (n = 410,000). AID 1259415; in the data active = activity change below about -60%; inconclusive = no clear call, values can overlap the other calls; inactive = above about -39%
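Cell-based, HFFs, 1000 cells/well, 16 h 37C; cpds in DMSO + HCMV-luc, MOI 1 PFU/cell; 72 h 37C; OneGlo luminescence after 5 min RT; norm. to buffer vs Salinomycin 10uM.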
HCV inhibitor: inhibitors of hepatitis C virus infection | actives 3.4% (n = 340,000) | Huh7.5.1 HCVcc-Cre infection, luciferase reporter, 44 h | Potency, µM (titrated, usually from 41.8 µM), without a hit: top-dose activity change, negative = inhibition, hits mostly inhibitors; also: potency is read from the fitted curve at half-maximal effect
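Luciferase read-out (15 sec integration) after a 15 min room-temperature substrate step quantifies HCVcc-Cre infection. Cells, 1,000 per well, had compound added 4 h post-plating, then virus at ~0.5 moi, and were cultured 44 h.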
AmpC inh detg: AmpC beta-lactamase inhibition with detergent present; P00811; AmpC hydrolysis of nitrocefin, absorbance 480 nm, 0.01% Triton; Potency, µM (top dose mostly 114 µM), for inactives: at the top dose activity change, negative = inhibition, hits mostly inhibitors; actives 0.041% (n = 370,000); AID 485294;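 also: potency is read from the fitted curve at half-maximal effect; 0% = no-compound wells and -100% = no-enzyme wells; nearly all actives have a fitted effect of over 25% in size; some results filed as inactive show a strong effect at the top dose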
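20 mM phosphate pH 7.0 + 0.01% (detergent screen) or 0.0001% Triton X-100; 5.3 nM AmpC reagent; cpd preinc 15 min RT; nitrocefin (800 uM stock) to start; A480 q20 s × 4 min; Activity was normalised to no-enzyme and no-compound control wells.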
Sm TGR inh: S. mansoni TGR enzyme inhibition. Potency, µM (titrated, usually from 114 µM), inactives show at the highest dose activity change, negative = inhibition, hits mostly inhibitors. actives 3% (n = 360,000). Q962Y6. purified TGR, DTNB reduction, TNB absorbance 405 nm. AID 485364; also: potency is read from the fitted curve at half-maximal effect; nearly all actives have a fitted effect of over 60% in size
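First, TGR (20 nM dispensed) and NADPH were mixed with compound. Second, a 15 min room-temperature incubation followed. Third, further NADPH and then DTNB were added to start the reaction. Finally, TNB absorbance was monitored kinetically.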
Giardia FBPA inh: inhibitors of Giardia lamblia fructose-1,6-bisphosphate aldolase. Potency, µM (top dose mostly 59.6 µM), inactives show at the top dose activity, negative = inhibition, actives largely listed as inhibitors. purified Giardia FBPA. AID 2451. actives 0.71% (n = 290,000). A8B2U2; also: potency is read from the fitted curve at half-maximal effect; nearly all actives have a fitted effect of over 55% in size
Target sequence (A8B2U2 whole entry, looked up): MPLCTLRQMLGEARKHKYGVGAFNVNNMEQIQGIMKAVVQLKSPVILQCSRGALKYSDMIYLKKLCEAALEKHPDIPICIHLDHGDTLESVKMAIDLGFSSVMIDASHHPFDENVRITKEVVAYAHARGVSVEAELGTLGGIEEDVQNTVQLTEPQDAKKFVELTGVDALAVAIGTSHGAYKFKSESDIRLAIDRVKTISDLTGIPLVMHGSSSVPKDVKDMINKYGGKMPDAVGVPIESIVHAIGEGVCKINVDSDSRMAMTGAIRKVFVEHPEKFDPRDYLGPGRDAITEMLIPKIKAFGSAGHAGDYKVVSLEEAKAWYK
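Giardia FBPA (40 nM reagent) was preincubated 10 min at RT with compound (up to 57.5 uM final), then substrate plus GAPDH/TPI/NAD/arsenate coupling system with diaphorase/resazurin was added; resorufin fluorescence (525/598 nm) was read after 20 min.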
Active calls of the source: *; ? = inconclusive; · = not tested or not shown; [ ] = another dose, or the depositor's remark. Unless noted, calls follow the shape of the dose curve; as a rule, active = well fitted curve in the direction sought with a large enough effect; inconclusive = small, poorly fitted or top-dose-only effect, or another doubt; inactive = no such curve, though single readings can be large; an effect the other way counts as inactive or inconclusive. Unless noted, % is scaled to controls: 0 for no effect and ±100 for the full control effect.

SMILES	AmpC no deterg	HCMV inh	HCV inhibitor	AmpC inh detg	Sm TGR inh	Giardia FBPA inh
CN1CC(=O)N(CC(=O)Nc2ccc(N(C)C)cc2)c2ccccc2C1=O	·	30	1%	1%	50µM*	?
NS(=O)(=O)c1ccc(NC(=O)c2ccc(S(=O)(=O)N3CCCCC3)cc2)cc1	-26%	0	-7%	·	·	·
COC(=O)Nc1ccc(Cc2ccncc2)cc1	-20%	-13	29%	-1%	-1%	3%
Cc1ccc(S(=O)(=O)Oc2ccc(/C=C(/NC(=O)c3ccccc3)C(=O)Nc3ccccc3)cc2)cc1	-9%	33	?	5%	8%	4%
COC(=O)c1oc2ccc(Br)cc2c1NC(C)=O	?	7	-4%	?	3%	6%
CC(C)C(=O)C1=Cc2cc([N+](=O)[O-])ccc2OC1N1CCOCC1 (centres undefined)	-14%	-3	4%	?	6%	11%
COc1ccc(C(=O)NNc2ccccc2)cc1OC	48%	-16	-11%	-6%	-25%	10%
OCCN1CCN(c2nc(NCc3ccco3)c3ccccc3n2)CC1	-48%	-33	?	?	-17%	1%
COc1ccc(C2CC(c3ccccc3)=NN2C(=O)COC(=O)c2cccc(S(=O)(=O)N(C)C)c2)cc1 (centres undefined)	11%	16	?	-9%	-5%	3%
N#Cc1c(-c2ccco2)nc(SCC(=O)Nc2cccc(Cl)c2)[nH]c1=O	-44%	7	6%	2%	?	7%
COc1ccccc1N1CCN(C(=O)c2ccccc2SCC(=O)NCc2ccco2)CC1	49%	-21	1%	0%	-33%	·
CN1CCN(c2ccc(C=O)cc2)CC1	0%	3	10%	-2%	-12%	4%
O=C1N/C(=N\N=C\c2ccccn2)SC1Cc1cccc(SC(F)F)c1 (centres undefined)	-18%	-99*	?	-16%	5%	6%
CC(=O)Nc1ccc(S(=O)(=O)NC2=NCN(C(C)C)CN2)cc1	·	-10	·	-6%	1%	·
CCN(CC)S(=O)(=O)c1ccc(N2CCOCC2)c(NC(=O)C2CC2)c1	-10%	-19	?	-10%	1%	·
Cc1cc(C(=O)OCC(=O)c2ccccc2)c2ccccc2n1	-14%	-11	-1%	-6%	0%	7%
CCOc1ccccc1NC(=O)c1cc(Cl)ccc1NC(=O)c1ccco1	-17%	11	?	1%	4%	9%
O=C(NCc1cccc(Cl)c1)c1cccc(OC2CCN(C(=O)C3CC3)CC2)c1	79%[activator]	-70*	?	-3%	1%	·
Nc1nc(CN2CCN(C(c3ccccc3)c3ccccc3)CC2)nc(Nc2ccccc2)n1	39%	70	?	3%	?	-14%
Cc1cc(C(=O)CSc2nnc(-c3ccccc3F)o2)c(C)n1Cc1cccs1	-15%	0	-11%	-11%	9%	0%

Reprinted from the part before: 6 entries; new compounds follow.
SMILES	AmpC no deterg	HCMV inh	HCV inhibitor	AmpC inh detg	Sm TGR inh	Giardia FBPA inh
CCN(CC)S(=O)(=O)c1ccc(N2CCOCC2)c(NC(=O)C2CC2)c1	-10%	-19	?	-10%	1%	·
Cc1cc(C(=O)OCC(=O)c2ccccc2)c2ccccc2n1	-14%	-11	-1%	-6%	0%	7%
CCOc1ccccc1NC(=O)c1cc(Cl)ccc1NC(=O)c1ccco1	-17%	11	?	1%	4%	9%
O=C(NCc1cccc(Cl)c1)c1cccc(OC2CCN(C(=O)C3CC3)CC2)c1	79%[activator]	-70*	?	-3%	1%	·
Nc1nc(CN2CCN(C(c3ccccc3)c3ccccc3)CC2)nc(Nc2ccccc2)n1	39%	70	?	3%	?	-14%
Cc1cc(C(=O)CSc2nnc(-c3ccccc3F)o2)c(C)n1Cc1cccs1	-15%	0	-11%	-11%	9%	0%
CN(C)CCCn1c(=S)[nH]c2sc3c(c2c1=O)CCCC3	-2%	2	-21%	-14%	2%	?
CCn1c(Cc2c(C)[nH]c3ccccc23)n[nH]c1=S	-33%	-34	-1%	-8%	-8%	?
CN(C)c1nc(N)nc(CSc2nnnn2-c2ccc(F)cc2)n1	-14%	-13	?	0%	-2%	1%
CCN1CCN(c2ncnc3scc(-c4ccc(OC)cc4)c23)CC1	33%	-32	-16%	-7%	0%	0%
COc1ccc(C(=O)Nc2cccc(OCc3cc(=O)n4c5c(sc4n3)CCCC5)c2)cc1OC	·	23	·	-1%	-9%	·
C=C1CSc2nc3ccccc3c(=O)n21	·	-9	17%	7%	-4%	6%
Nc1c2c(nn1-c1ccc(C(=O)O)cc1)CNC2	-3%	66	20%	?	·	-20%
Cc1ccc(-n2cc[nH]c2=S)c(C)c1	-8%	-25	19%	-5%	19%	-5%
O=C(NCCCl)C1Cc2c(ccc3ccccc23)O1 (centres undefined)	-15%	5	19%	7%	·	-7%
O=C(NCc1ccc(F)cc1)c1cc(Sc2ccc(F)cc2F)nc2ccccc12	·	15	·	5%	8%	·
Cn1cc(Br)c(C(=O)NNC(=O)Nc2ccccc2C(F)(F)F)n1	-6%	59	35%[activator]	6%	·	-5%
Cc1nc2nc[nH]n2c(=O)c1CCC(C)C	0%	-3	-7%	6%	2%	-15%
Cn1c(SCC(=O)NNC(=S)Nc2ccccc2)nnc1-c1ccccc1	-16%	16	-9%	1%	9%	-7%
COc1cc(OC)cc(C(=O)Nc2ccc(Nc3ccccc3)cc2)c1	-22%	-16	8.9µM*	-4%	-18%	13%
C=C1N(c2ccc(Cl)cc2)C(=O)OC1(C)C	-3%	-3	?	-12%	-8%	13%
CCOc1ccc(CNC(=O)C2=Cc3cc(Br)ccc3OC2)cc1OC	·	-9	·	-6%	-3%	·
O=C(N/C(=C\c1ccccc1)C(=O)N1CCCCCC1)c1ccccc1	-11%	-15	-1%	4%	13%	-5%
COc1ccc(CC(=O)OCC(=O)Nc2ccc(Br)cc2)cc1	-28%	13	17%	-5%	0%	-3%
CN1CCN(c2nccc3c2ncn3C)CC1	-2%	-1	7%	?	4%	-8%
Cc1ccc(CNC(=S)N(C)C)cc1	-7%	17	3%	-6%	-1%	-11%
CS(=O)(=O)N1CCC(n2c(C(F)(F)F)nc3cccnc32)CC1	·	-4	·	0%	-4%	·
O=C(CCl)N(c1ccc(Cl)cc1)c1c[nH]c2ccccc12	-26%	-105*	2.5µM*	-2%	0.71µM*	1%
CCN(CC)C(=O)c1cn(C)c(=O)c2cc(OC)c(OC)cc12	-10%	22	18%	1%	-3%	-3%
CCc1noc(C)c1C(=O)Nc1nnc(CC(C)C)s1	-20%	-26	9%	?	1%	·
O=C(Cc1ccc(Cl)c(Cl)c1)Nc1cccnc1	-9%	?	-10%	-9%	5%	19%
Cc1ccccc1C(=O)Nc1ccc(S(=O)(=O)Nc2onc(C)c2C)cc1	-14%	0	13%	0%	-1%	24%
COC(=O)c1ccc(OCCOc2ccc(C(=O)OC)cc2)cc1	-12%	?	11%	-1%	15%	-2%
COc1cc(OC)c(C2N(c3ccccn3)C(=O)C3CCCN32)cc1OC (centres undefined)	-11%	-24	9%	-8%	-26%	0%
CCOC(=O)c1cccc(NC(=O)CNS(=O)(=O)c2cccs2)c1	-24%	53	?	-7%	-1%	?
Cc1ccc2c(c1)[C@H]1[C@H](CO2)[C@H](c2ccccc2)[C@]2(C)C(=O)Nc3cc(F)ccc3C(=O)N12	-16%	-39	?	·	·	·
COc1cccc2c1cc1c(=O)n(CC(=O)N3CCN(c4cccc(Cl)c4)CC3)nc(C)n12	·	50	·	23%	-2%	·
Cc1cc(C)c(S(=O)(=O)Nc2ccc(-c3cn4ccccc4n3)cc2)c(C)c1	-34%	?	?	4%	-8%	-5%
COc1ccc(-c2nc3c([nH]2)c(=O)n(C)c(=O)n3C)c(OC)c1	-4%	26	0%	-6%	-16%	0%
O=C(Nc1nonc1-c1ccc(Cl)cc1)c1ccco1	-37%	0	8%	1%	5%	0%
C(=N\N=C\c1ccccc1)/c1ccccc1	-3%	-5	6%	1%	-1%	2%
CC(=O)NCCNc1nc2c(S(=O)(=O)c3ccc(C)c(C)c3)nnn2c2ccc(Cl)cc12	·	38	·	10%	7%	·
COC(=O)/C(N=Nc1c(C)n(C)n(-c2ccccc2)c1=O)=C(\C)O	1%	-7	5%	-2%	-8%	5%
COC(=O)C1C(O)=CC(=O)CC1C (centres undefined)	-22%	29	-2%	?	-23%	-2%
CCOC(=O)NC1(Nc2ccc(C)cc2)Oc2ccccc2O1	-8%	40	?	?	40µM*	-12%
Cc1ccc2nc(-c3ccccc3)cn2c1	-14%	-66*	-9%	4%	-1%	-28%
O=C(CSc1nnnn1CCCO)Nc1ccc2c(c1)OCO2	-21%	-6	17%	-5%	-14%	5%
N#Cc1ccccc1NC(=O)C(=O)NCCc1csc2nc(-c3cccc(F)c3)nn12	·	-13	·	-6%	-11%	·
CC1CCN(C(=O)c2ccc(Br)c(S(=O)(=O)N3CCOCC3)c2)CC1	29%	-31	4%	-10%	-3%	-3%
O=C(Oc1c(-c2ccccc2)oc2ccccc2c1=O)c1ccccc1	-19%	-82*	-30%	?	21%	1%
COc1ccccc1/C=C/C(=C1/C(=O)N(c2ccccc2)N=C1C)c1ccc(C)cc1	-16%	2	3%	-14%	0%	1%
Cc1cccc(C)c1NC(=O)c1ccc(-n2cncn2)nc1	?	33	3%	2%	19%	1%
CCCC(=O)Nc1nnc(C2CCCO2)s1 (centres undefined)	-15%	15	13%	2%	24%	0%
CN(Cc1ccccc1)C(=O)c1ccc(NC(=O)Cc2cccc(NC(=O)C3CCN(C(=O)C4CCC4)CC3)c2)cc1	120%[activator]	9	7%	7%	-2%	·
COc1ccccc1N(CC(=O)Nc1c(C)n(C)n(-c2ccccc2)c1=O)S(=O)(=O)c1ccc(C)cc1	50%	?	14%	0%	9%	7%
CC(C)(CC(=O)O)Cc1nc(-c2ccc(Cl)cc2)no1	-12%	-30	11%	?	6%	19%
Cn1cccc1/C=N/N1CCN(Cc2ccccc2Cl)CC1	31%	7	0.32µM*	4%	50µM*	-19%
Cc1ccccc1OCC(=O)NNC(=O)CN1C(=O)c2ccccc2C1=O	2%	0	-1%	-5%	-5%	2%
Cc1ccc(S(=O)(=O)N2CCN(C(=O)[C@H](Cc3ccccc3)NC(=O)c3ccco3)CC2)cc1C	0%	0	8%	-18%	6%	·
CC(Oc1cccc(F)c1)C(=O)Nc1ccc(N2CCOCC2)cc1 (centres undefined)	20%	-19	-7%	0%	-2%	·
Cc1oc(-c2ccccc2F)nc1Cn1c(SCc2cccc(Cl)c2)nc2ccncc21	·	77	·	-9%	?	·
O=C(O)CCNS(=O)(=O)c1ccc(Oc2ccccc2Cl)cc1	-11%	-6	3%	?	-20%	?
CCOC(=O)c1ccc(NC(=O)CCc2c(C)nc3c(c(C)nn3-c3ccccc3)c2C)cc1	·	-6	·	18%	-3%	·
CCCCn1c(NCc2cc(Br)ccc2O)nc2ccccc21	·	-10	·	13%	0%	·
COC(=O)c1ccc(Oc2nc(C)cc(Oc3ccccc3)n2)cc1	21%	-27	8%	-1%	-10%	1%
